mIAP block = blocks mouse intestinal alkaline phosphatase; purified mouse IAP, CDP-Star luminescence, 30 min; 330,000 tested, 0.2% active; inhibition, % at 10 µM;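 active = inhibition of at least 40% at 10 µM in the primary screen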;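 note: plate controls were DMSO with enzyme for no effect and no enzyme wells for full effect; values of inactives mirror those of a sister screen read the other way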
TIM10 inh = inhibits growth of TIM10 yeast strain. S. cerevisiae TIM10 strain growth, BacTiter-Glo luminescence, 24 h. inhibition, % at 10 µM. 330,000 tested, 1.4% active. AID 463195;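 active = inhibition of 40% or more at the single tested concentration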;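 note: wild-type TIM10 isogenic control strain grown at permissive 25 °C; 0% = DMSO yeast wells and 100% = minimal medium wells without yeast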
A3A deaminase = blocks human APOBEC3A ssDNA deamination; P31941; recombinant A3A, FAM/TAMRA ssDNA deamination fluorescence; inhibition, % at 20 µM; 330,000 tested, 0.41% active; AID 493011;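 active = at least 40% inhibition at 20 µM here, with at most 30% in a related deaminase screen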;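 note: plate controls were A3A with DMSO for no effect and wells lacking A3A enzyme for full effect; some results filed as inactive read as strong as hits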
Target sequence (P31941 whole entry, looked up): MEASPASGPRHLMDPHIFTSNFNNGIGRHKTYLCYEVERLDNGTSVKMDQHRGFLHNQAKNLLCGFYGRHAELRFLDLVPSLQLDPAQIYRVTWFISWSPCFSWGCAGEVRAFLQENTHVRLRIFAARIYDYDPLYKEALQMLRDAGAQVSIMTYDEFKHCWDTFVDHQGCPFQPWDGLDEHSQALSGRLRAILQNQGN
MIN6 prolif = induces beta-cell replication in MIN6 cells | MIN6 cells proliferation, ATPlite luminescence, 48 h; cells starved in 0.2% serum; 100% = growth in 10% serum | proliferation, % at 10 µM | 330,000 tested, 0.29% active;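 active = compounds whose signal lies at least 3.5 SD above the mean of all wells on their plate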;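 note: 0% = DMSO-treated cells in low-serum medium and 100% = 10% serum control; some compounds called inactive have numbers as strong as hits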
mIAP activ = increases mouse intestinal alkaline phosphatase activity. 330,000 tested, 0.24% active. muIAP, CDP-Star luminescence, 30 min; hits give high values; 1 = vehicle-only enzyme signal, 0 = enzyme-free wells. activation factor at 10 µM;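 active = activation factor of at least 2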; note: the source names both 10 and 20 µM as test concentration; values of inactives mirror those of a sister screen read the other way
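Assay system: mouse IAP enzyme; reagent: chemiluminescent substrate CDP-Star; dosing: test compounds delivered from DMSO solution; schedule: 30 min at room temperature; measured by: luminescence from enzymatic CDP-Star hydrolysis; controls: DMSO-only wells and no-enzyme negative control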
APOBEC3G inh = APOBEC3G (human) deaminase inhibition. Q9HC16. 330,000 tested, 0.28% active. recombinant A3G, ssDNA deamination FAM/TAMRA fluorescence. AID 493012. inhibition, % at 20 µM;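 active = inhibition of at least 40% at 20 µM, with no more than 30% in the related APOBEC3A deaminase screen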;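 note: plate controls were DMSO wells with A3G for no effect and wells lacking A3G enzyme for full effect; some compounds called inactive have numbers as strong as hits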
Target sequence (Q9HC16 whole entry, looked up): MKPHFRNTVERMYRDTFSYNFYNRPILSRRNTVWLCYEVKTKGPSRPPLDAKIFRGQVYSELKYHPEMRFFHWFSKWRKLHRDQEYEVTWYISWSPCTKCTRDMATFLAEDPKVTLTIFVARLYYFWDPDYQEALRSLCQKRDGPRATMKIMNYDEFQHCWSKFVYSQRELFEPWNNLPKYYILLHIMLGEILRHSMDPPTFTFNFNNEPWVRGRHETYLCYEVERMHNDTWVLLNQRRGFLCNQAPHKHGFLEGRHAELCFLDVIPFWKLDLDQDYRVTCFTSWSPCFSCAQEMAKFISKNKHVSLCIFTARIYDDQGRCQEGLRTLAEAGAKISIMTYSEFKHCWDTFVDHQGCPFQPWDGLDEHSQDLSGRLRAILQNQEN
NALP3 yeast inh = inhibitors of NALP3 inflammasome in yeast; Yeast reconstituted NLRP3/ASC/caspase-1, beta-gal luminescence, 24 h; inhibition, % at 10 µM; AID 2825; 330,000 tested, 0.39% active;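 active = inhibition of 50% or more; inactive = inhibition below 50%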;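 note: plate controls were induced DMSO wells for no effect and uninduced yeast grown without galactose for full effect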
hIAP inh = blocks human intestinal alkaline phosphatase. purified IAP, CDP-Star luminescence, 30 min. inhibition, % at 10 µM. 330,000 tested, 0.12% active;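 active = inhibition reaching a set limit with compound at 10 µM in the primary screen, cut at about 35% in these data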;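 note: plate controls were DMSO wells with enzyme for no effect and no-enzyme buffer wells for full effect; values of inactives mirror those of a sister screen read the other way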
tim10-1 inh = growth inhibitors of tim10-1 mutant yeast; AID 463190; inhibition, % at 20 µM; S. cerevisiae tim10-1 ts strain growth, BacTiter-Glo, 24 h; 330,000 tested, 2.2% active;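 active = inhibition of at least 40%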;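 note: mutant grown at 25 °C; 0% = DMSO wells with yeast and 100% = wells holding no yeast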
Numbers without * were called inactive. Not a hit list (roughly 4.6% active in at least one column).

SMILES	mIAP block	TIM10 inh	A3A deaminase	MIN6 prolif	mIAP activ	APOBEC3G inh	NALP3 yeast inh	hIAP inh	tim10-1 inh
Cc1onc(C(=O)N2CCN(c3ccccc3)CC2)c1[N+](=O)[O-]	-2	3	3	-4	1	1	11	13	-9
Cc1ccc2c(c1)N(CC(=O)N1CCCCC1)C(=O)CO2	0	-9	-2	-3	1	-2	4	-12	18
CCC(C)NS(=O)(=O)c1ccc(F)c(C(=O)Nc2c(F)cc(F)cc2Br)c1 (stereo not drawn)	-2	6	1	-1	1	-10	-8	10	14
CCc1ccc2[nH]c3nc(SCc4nnc(-c5ccccc5)o4)nnc3c2c1	9	-5	3	1	0.91	0	-10	-17	-4
Cn1sc(NC(=O)c2ccc(Cl)cc2)nc1=O	-6	-2	1	-4	1.1	-1	-5	2	3
CC(C)On1c(SC(C)C)nc2ccccc2c1=O	5	-11	0	-1	0.95	-5	7	6	1
COc1ccc(CNC(=O)C[C@H]2C(=O)N(Cc3ccc(OC)cc3)C[C@@H]2Cc2ccccc2)cc1	-6	-7	2	-1	1.1	12	22	-24	16
OCC[C@H]1C[C@H](O)[C@@H](O)[C@@]2(Cc3ccccc3CO2)O1	-1	10	-2	-3	1	-18	13	-14	3
CC1(C)CC(=O)C(C(c2cccnc2)C2C(=O)CC(C)(C)CC2=O)C(=O)C1	-4	-16	2	-1	1	-2	-14	0	4
Cc1cc(C(=O)Nc2ccc(Br)cn2)sc1C	0	11	1	2	1	-1	59*	8	0
O=C(c1ccco1)N1CCn2cccc2C1c1ccccc1 (stereo not drawn)	0	5	-8	-4	1	-6	-74	3	0
COc1cc(SC)ccc1C(=O)N1CCCCCC1	-8	11	-8	-1	1.1	-4	19	-27	19
Cc1ccc(SCCNC(=O)c2ccc(C)c([N+](=O)[O-])c2)cc1	4	17	-2	-4	0.96	-5	28	-6	9
Cc1ccc(-n2c(C)nnc2SCC(=O)N2CCc3ccccc3C2)cc1C	-10	19	2	-2	1.1	1	7	3	25
COc1ccc(-c2csc(NC(=O)c3ccoc3C)n2)cc1	1	38	2	-3	0.99	-6	26	6	15
CCC(C)[C@H](N)C(=O)NC[C@H]1CC[C@H](C(=O)N[C@@H](Cc2ccccc2)C(=O)O)CC1 (stereo partly drawn)	5	12	-1	-1	0.95	-6	7	-5	4
CCOc1cccc(-c2nnc3sc(-c4cccs4)nn23)c1	-6	4	0	2	1.1	1	39	0	2
CCCN(CCC)C(=O)/C=C/c1cccc([N+](=O)[O-])c1	-1	15	-3	2	1	-6	6	17	22
Cn1c(CC(=O)Nc2ccccc2F)nnc1SCC(=O)Nc1ccccc1Br	3	-4	1	0	0.97	-1	1	-8	0
N=c1ccn(Cc2ccc(Cl)cc2)cc1	-8	-7	0	-2	1.1	1	12	13	-16
CCOC(=O)c1[nH]c2ccccc2c1NC(=S)Nc1ccccc1C	14	6	-5	-2	0.86	-5	1	4	10
CCOC(=O)CN1C(=O)C(=O)N(Cc2c(F)cccc2Cl)C1=O	3	16	2	-2	0.97	1	15	5	11
COc1ccc(-c2nnc(SCc3nnc(-c4ccccc4)o3)n2-c2ccccc2)cc1	1	-1	-2	-3	0.99	5	-1	-6	7
CCOC(=O)c1c(NC(=O)Cn2cnc3sc(C)c(-c4ccccc4)c3c2=O)sc(C)c1C	10	17	-3	-2	0.9	-5	4	14	19
COc1ccccc1NS(=O)(=O)c1cc(C(=O)NCC(c2ccco2)N(C)C)ccc1C (stereo not drawn)	5	1	3	1	0.95	-4	22	7	10
O=S(=O)(c1ccccc1)N1CN(Cc2ccc(F)cc2)c2nc3ccccc3nc21	14	3	2	-4	0.86	0	6	5	15
O=C1CCCN2N=C(SCC(=O)Nc3ccccc3C(F)(F)F)SC2=N1	-4	3	1	-3	1	-4	9	9	-1
Brc1ccc(-c2nnc3sc(CNC4CCCC4)cn23)cc1	-8	-32	-3	-1	1.1	-9	3	16	-5
Nc1cc(=O)[nH]c(SCC(=O)Nc2ccccc2-c2ccccc2)n1	7	-13	-4	-4	0.93	-13	6	1	9
CCCCNC(=O)c1cn(CC)c2cc(N3CCN(C)CC3)c(F)cc2c1=O	0	9	-2	-2	1	-1	16	-6	21
CCOC(=O)C1=C(COC(=O)CNC(=O)c2ccc(C)cc2)NC(=O)NC1C (stereo not drawn)	8	0	-1	-1	0.92	-6	13	-17	8
O=C(Nc1ccc(Br)cc1)Nc1cnccn1	-15	3	5	5	1.2	-6	41	10	-2
CC(OC(=O)c1ccc(NS(=O)(=O)c2cccs2)cc1)C(=O)N(C)C1CCCCC1 (stereo not drawn)	1	11	-3	-1	0.99	-5	-1	-18	16
CCN(CC)C(=O)c1ccc2nc(-c3ccccc3)c(-c3ccccc3)nc2c1	0	26	2	0	1	0	-25	14	5
CC1(C)CC(=O)C=C(NCCO)C1	3	1	-4	3	0.97	-7	4	1	6
COC(=O)c1sccc1NC(=O)CSc1ccccc1NC(=O)CNC(C)C	8	3	1	-3	0.92	-3	5	-2	7
COC(=O)c1sc(SC)c2c1CC(C)(C)C/C2=N/O	6	12	-2	-1	0.94	-8	-9	1	2
CC1CCC2(CC1)NC(=O)N(CC(=O)Nc1cccc(S(=O)(=O)N3CCCCC3)c1)C2=O (stereo not drawn)	-3	2	1	-4	1	-1	12	0	-1
CCOC(=O)C1=C(COC(=O)COc2ccc(OCC)cc2)NC(=O)NC1C (stereo not drawn)	-9	-9	-2	5	1.1	19	7	8	3
CN1CCN(C(=O)CCCOc2ccc(Cl)cc2Cl)CC1	9	12	-4	4	0.91	-11	9	8	11
Cc1ccc(C)c(OCCCNCc2ccccc2)c1	9	-4	-4	-3	0.91	-2	38	2	12
COCCNC(=O)c1c[nH]c2ccc(S(=O)(=O)Nc3ccc(F)cc3F)cc2c1=O	-4	12	2	-3	1	-16	-13	6	4
O=C(CCN1CCN(Cc2ccccc2)CC1)Nc1ccc(OCc2ccccc2)cc1	0	-113	-3	-6	1	1	17	-2	-30
CC1CCN(C(=O)CSc2ccc(-c3cccnc3)nn2)CC1	2	1	-2	1	0.97	-3	13	-8	-14
O=C(Nc1nccs1)c1ccccc1Br	5	-14	-1	-3	0.95	-1	4	-12	-6
CCc1cccc(C)c1NC(=S)N1CCCC1C(=O)O (stereo not drawn)	7	0	-1	0	0.93	-3	-3	-12	12
CCOC(=O)CCC(=O)OCC(=O)NC(C)C1CC2CCC1C2 (stereo not drawn)	-1	1	7	-3	1	-1	-1	-4	10
c1ccc2c(CNCCN3CCOCC3)cccc2c1	9	-1	-1	-1	0.91	-6	8	10	-21
Cc1cc(C(=O)COC(=O)C2=NN(c3ccccc3)C(=O)CC2)c(C)n1CC(F)(F)F	-2	17	-1	0	1	-3	-1	-14	7
COc1cc(/C=C/C(=O)O)cc(S(=O)(=O)N2CCN(S(=O)(=O)c3ccc(Cl)cc3)CC2)c1OC	5	-15	-2	-2	0.95	-5	-3	-7	17
N#C/C(=C\c1ccccc1)C(=O)Nc1ccccn1	-1	30	-4	-4	1	-7	11	-3	14
C/C(=N/NS(=O)(=O)c1ccc(C)cc1)[C@H]1C[C@@H]1c1ccccc1	5	-6	3	-2	0.95	3	4	4	3
COc1ccc(S(=O)(=O)N2CCN(C(=O)c3cc4c(s3)CCCC4)CC2)cc1	-6	22	-3	-2	1.1	-6	9	-2	54*
COc1ccc(Nc2nc(Cl)nc(NCc3ccco3)n2)cc1	5	-19	-14	1	0.95	-4	17	-23	6
O=C(NCCc1ccccc1)C(=O)N/N=C/c1ccccc1C(F)(F)F	5	6	3	-2	0.95	2	2	-2	8
O=C(N/N=C/c1cccnc1)c1ccccc1[N+](=O)[O-]	-2	4	0	0	1	-4	7	9	10
COc1ccc(C(=O)CN2C(=O)NC3(CCCc4ccccc43)C2=O)cc1OC (stereo not drawn)	13	7	0	-3	0.87	-2	-4	-10	17
O=C(NCc1ccco1)c1ccc(Oc2ccccc2)cc1	-2	12	5	-3	1	0	35	-1	24
COc1ccc(/C=C/C(=O)NCc2nc3ccccc3[nH]2)cc1OC	-1	10	1	0	1	0	16	1	8
Cc1ccccc1NS(=O)(=O)c1cc(C(=O)N2CCCC2)ccc1C	1	4	-3	-4	0.99	-4	-6	6	12

Going on with the list.
SMILES	mIAP block	TIM10 inh	A3A deaminase	MIN6 prolif	mIAP activ	APOBEC3G inh	NALP3 yeast inh	hIAP inh	tim10-1 inh
CN(C(=O)CO/N=C/c1ccc(OC(F)F)cc1)C1CCS(=O)(=O)C1 (stereo not drawn)	9	1	0	-3	0.91	0	18	9	12
COc1ccc(C(=O)Nc2nc3ccccc3c(=O)[nH]2)cc1	9	8	-2	-3	0.91	-6	20	18	-4
O=C(NCc1ccco1)c1nc2ncccn2n1	2	-7	-3	-2	0.97	-2	4	8	2
O=C(NC(=S)Nc1cccc2cccnc12)c1ccccc1	25	-14	-5	2	0.75	-3	17	-17	-4
Cc1nnc(C)n1/N=C/c1cccc(Oc2ccccc2)c1	2	26	-3	0	0.98	-7	-7	-7	10
CCOC(=O)CN1C(=O)S/C(=C/c2cc(C)n(-c3ccccn3)c2C)C1=O	12	10	2	2	0.88	1	18	4	16
COc1ccc(/C(O)=C2/C(=O)C(=O)N(CCCN(C)C)C2c2ccc(Cl)cc2)cc1OC (stereo not drawn)	2	-2	-1	-1	0.97	-1	33	2	12
NC(=S)N=Nc1c(O)n(CC(=O)Nc2ccccc2)c2ccccc12	19	-15	-4	-4	0.81	-6	22	11	-23
Cc1cc(C)nc(CCNC(=O)c2cc(COc3ccc(F)cc3F)on2)n1	10	8	-1	0	0.9	-6	13	1	-2
CCOC(=O)C1=CC[C@@H](c2cc3cc(OC)ccc3n2C)N(S(=O)(=O)c2ccc(C)cc2)[C@H]1C(=O)OCC	3	-1	4	-3	0.97	-2	20	-4	12
Cc1ccc(CCC(=O)Nc2ccc([N+](=O)[O-])cc2Cl)o1	3	10	-6	-1	0.97	-5	20	-5	8
Cc1ccc(N2CCN(C(=O)c3cccs3)CC2)c(C)c1	9	11	-8	-4	0.91	-6	7	-11	-7
Cc1ccc(NC(=O)COc2ccc(S(=O)(=O)N3CCOCC3)cc2)cc1	-4	3	3	-3	1	-1	4	-2	24
CC1=CC(=C2C(=O)c3ccccc3C2=O)C=C(C)O1	-6	-3	2	-4	1.1	3	17	13	17
Cc1nc2sc(C(c3cccc(F)c3)N3CCC(O)CC3)c(O)n2n1 (stereo not drawn)	9	3	0	1	0.91	-1	-1	0	7
O=C(NN1S(=O)(=O)c2ccccc2S1(=O)=O)c1ccc(Br)cc1	-10	2	4	0	1.1	1	12	-4	-4

Screens: PubChem, Sanford-Burnham Center for Chemical Genomics
